GSK3beta inhib: human GSK3beta kinase inhibitors, primary screen, biochemical, cell-free homogeneous, HTS; activity score (negative = inhibition), % at 10 µM; 0.038% of 300,000 active; GST-GSK3beta kinase, ADP-Glo luminescence, 60 min; active compounds read low; Glycogen synthase kinase-3 beta (Homo sapiens), P49841; AID 2097, 2009;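 active means more than half of replicate wells score below -50%, meaning over 50% inhibition versus plate controls; inconclusive means some replicates but at most half score below -50%; inactive means no replicate scores below -50%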;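 further: 0% = median DMSO wells and -100% = median GW8510 positive control wells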
Target sequence (P49841 whole entry, looked up): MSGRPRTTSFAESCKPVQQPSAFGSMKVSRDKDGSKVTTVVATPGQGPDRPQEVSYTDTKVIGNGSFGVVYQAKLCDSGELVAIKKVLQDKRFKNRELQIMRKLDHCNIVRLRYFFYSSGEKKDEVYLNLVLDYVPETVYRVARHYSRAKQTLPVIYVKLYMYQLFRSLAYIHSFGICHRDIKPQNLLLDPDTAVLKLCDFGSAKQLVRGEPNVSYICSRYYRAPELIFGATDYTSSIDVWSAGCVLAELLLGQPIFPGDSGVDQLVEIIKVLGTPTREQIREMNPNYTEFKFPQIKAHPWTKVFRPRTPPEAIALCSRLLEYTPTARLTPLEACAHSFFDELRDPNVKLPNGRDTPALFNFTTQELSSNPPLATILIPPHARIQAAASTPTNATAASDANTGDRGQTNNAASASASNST
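Test system: GST-fused GSK3beta enzyme, cell-free | Quantity: 1.6 ng GST-GSK3beta enzyme per well | Reagent: 25 µM ATP with peptide substrate | Schedule: 60 min enzyme reaction, room temperature | Signal: Luminescent ADP-Glo measurement of ADP formed | Read-out basis: Score relative to plate controls | Control set: DMSO and 20 µM GW8510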
KLF5 inhibitor: KLF5 expression inhibitors, primary screen, DLD-1 cells, luminescence; DLD-1 KLF5 promoter-luciferase reporter; inhibition, % at 5 µM; 0.23% of 290,000 active; AID 1700, 2009;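 active means inhibition above a per-plate limit of that plate's mean compound inhibition plus 3 SD, cut at about 60% in these data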;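 further: 0% = DMSO wells and 100% = LY294002 at 200 µM; higher means less KLF5 promoter-driven luciferase light; inactives centre near -14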
HSF1 inh: HSF1 inhibitors in luciferase reporter cells, primary screen, cell-based, NIH3T3, luminescence | NIH3T3-HGL HSE-luciferase, MG132-induced, luminescence 8 h; active compounds read low | activity change, negative = inhibition, % at 7.5 µM (by protocol) | 0.77% of 300,000 active;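 active means more than half of replicate wells show activity change below -50%, luminescence cut by over half; inconclusive means some wells, but at most half, below -50%; inactive means no replicate well below -50%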;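 further: luciferase reports HSF-1 transcriptional activity via heat shock element; 0% = median of DMSO wells and -100% = zero luminescence signal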
aSyn UTR inh: MLPCN primary screen, SNCA 5' untranslated region. alpha-synuclein 5'UTR reporter, inhibitor activity. inhibition, % (tested at 7.5 µM). 0.82% of 300,000 active; in the data active means inhibition above about 60%; inconclusive means no clear call, values can overlap the other calls;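 further: H4 neuroglioblastoma cells stably carrying SNCA 5'UTR luciferase fusion; 0% = DMSO wells and 100% = positive control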
IEC-6 tox: cytotoxicity in IEC-6 intestinal epithelial cells, primary screen, cytotoxicity control for KLF5 inhibitor project, cell-based, luminescence | IEC-6 cytotoxicity, luminescence viability | AID 1825, 2009 | inhibition, % at 5 µM | 0.78% of 290,000 active; in the data active means inhibition above about 22%;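 further: 0% = plate median of test compound wells and 100% = cytotoxic reference compound wells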
Platelet DG rel: inhibitors of platelet dense granule secretion, primary screen, cell-based, MLPCN, human platelets; human platelet-rich plasma, SFLLRN dense granule ATP release, luminescence; inhibition, %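 (compounds screened at 7.5 µM in platelet-rich plasma)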; 0.22% of 300,000 active;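 active means mean replicate score, as percent of positive control, at or above 50; inconclusive means mean below 50 but at least one replicate at or above 50; inactive means mean and every replicate below 50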
GSK3A inh: blockers of GSK3A enzyme activity – biochemical, luminescence, cell-free homogeneous, HTS, primary screen; Glycogen synthase kinase-3 alpha (Homo sapiens), P49840; GSK-3 alpha kinase, ADP-Glo luminescence, 60 min; inhibition, % at 10 µM; 0.1% of 320,000 active; AID 2650, 2010;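 in the data active means inhibition above about 50%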;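 further: GST-tagged GSK-3 alpha with peptide substrate and 25 µM ATP; 0% = DMSO neutral wells and 100% = GW8510 positive control wells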
Target sequence (P49840 whole entry, looked up): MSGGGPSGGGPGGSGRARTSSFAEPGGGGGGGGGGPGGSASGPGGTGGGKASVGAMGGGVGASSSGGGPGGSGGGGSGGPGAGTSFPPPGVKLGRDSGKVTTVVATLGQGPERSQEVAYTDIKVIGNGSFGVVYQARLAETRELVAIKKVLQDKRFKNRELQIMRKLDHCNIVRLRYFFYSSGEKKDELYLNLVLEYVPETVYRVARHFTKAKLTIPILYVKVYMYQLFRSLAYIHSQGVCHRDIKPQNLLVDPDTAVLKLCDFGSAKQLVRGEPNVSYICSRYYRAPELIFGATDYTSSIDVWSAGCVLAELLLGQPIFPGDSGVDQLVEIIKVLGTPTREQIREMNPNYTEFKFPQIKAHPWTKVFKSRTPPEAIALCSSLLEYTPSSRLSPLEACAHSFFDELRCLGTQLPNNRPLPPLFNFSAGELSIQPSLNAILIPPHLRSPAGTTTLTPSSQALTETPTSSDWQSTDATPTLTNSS
HSP90 inh: HSP90 inhibitors, primary screen, cell lysate, luminescence. inhibition, % at 5.6 µM. 0.91% of 290,000 active. Rabbit reticulocyte lysate, luciferase refolding luminescence, 3 h;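 active means inhibition above the screen-wide mean plus 3 SD, computed separately per campaign, cut at about 16% in these data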;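 further: 0% = DMSO wells and 100% = 60 µM geldanamycin wells; inhibitors lower the luminescence because luciferase stays unfolded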
HSF-1 act: HSF-1 activators, primary screen, NIH3T3-HGL cells, MG132 stress, luminescence, single point. AID 504408, 2011. NIH3T3-HGL HSF-1 luciferase reporter, 8 h; 100% = twice DMSO control signal. 1.7% of 300,000 active. activation, % at 9 µM;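 active means mean replicate activation of at least 50% with a set share of replicates each reaching 50%; inconclusive means only one of those two conditions met; inactive means mean below 50% and too few replicates reaching it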;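 further: 0% = median of the neutral control wells and 100% = twice that signal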
DYRK1A inh: rat Dyrk1A kinase inhibitors, primary screen, biochemical, single point, plate reader; 0.43% of 310,000 active; inhibition, % at 12.5 µM; Dual specificity tyrosine-phosphorylation-regulated kinase 1A (Rattus norvegicus), Q63470; ADP-Glo luminescence, NFATc1 peptide; in the data active means inhibition above about 50%;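 further: plate controls were vehicle with enzyme for no effect and no enzyme for full effect; many of its hits are not listed in these tables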
Numbers without * were called inactive; ? = inconclusive; . = no result given. An excerpt; the hit share may differ from the screen's.

SMILES	GSK3beta inhib	KLF5 inhibitor	HSF1 inh	aSyn UTR inh	IEC-6 tox	Platelet DG rel	GSK3A inh	HSP90 inh	HSF-1 act	DYRK1A inh
COc1ccc(Cl)cc1NC(=O)C(=O)N/N=C/c1cc(C)n(-c2ccc(C)cc2)c1C	1	-18	-10	-2	-1	4	-3	3	-7	-18
O=C(CN1C(=O)c2cccnc2Oc2ccc(Cl)cc21)NCCCc1ccccc1	3	11	0	1	-1	-5	-3	-2	3	1
CCOC(=O)N1CCN(CCC(=O)Nc2ccc(OC)cc2)CC1	1	-6	4	-9	0	3	-5	5	-4	-3
CC(C)C[C@H](NC(=O)c1[nH]cnc1C(=O)Nc1ccccc1)C(=O)OC(C)(C)C	1	.	10	-7	.	-4	0	.	11	-7
CCC(C)n1c(=N)c(C#N)cc2c(=O)n3cc(C)ccc3nc21 (stereo not drawn)	1	-8	-12	12	-2	-2	-2	3	-26	1
CC(=O)c1ccc(N2CCN(CC(O)COC(c3ccccc3)c3ccccc3)CC2)cc1 (stereo not drawn)	0	-9	-2	26	-2	0	-3	0	16	1
COc1ccc(CN(CC(=O)NCc2ccc(F)cc2)C(=O)CCC(=O)Nc2cc(C)ccn2)cc1	4	-36	3	-1	-2	10	1	-2	19	0
C(=N\Nc1nc(-c2ccccn2)nc2ccccc12)/c1ccccc1	-6	-24	111	51	-4	0	1	-1	160*	.
O=C(COC(=O)CCc1ccccc1)Nc1cc(S(=O)(=O)N2CCOCC2)ccc1N1CCCC1	-1	6	-3	-9	0	-5	-3	-1	7	4
Cc1ccc(S(=O)(=O)N2CCN(C(=O)COC(=O)c3oc4ccccc4c3C)CC2)cc1	-1	.	3	-4	.	1	-1	.	-2	7
CCOC(=O)CCc1nc2ccccc2[nH]1	3	-30	-1	-6	2	-3	-2	1	-4	3
CC[C@@]12C(=O)N(c3cccc(Cl)c3)C(=O)N1[C@H](c1cccc(C)c1)[C@@H]1C(=O)N(Cc3ccccc3)C(=O)[C@@H]12	2	.	-6	-8	.	-3	1	.	-15	7
O=C(Nc1ccc(C(=O)O)cc1)/C(=C\c1ccco1)NC(=O)c1ccccc1Cl	1	-17	-1	-1	-32	-8	-2	1	11	2
Cc1cc2cc(C)c(NCCNC(=O)c3cccc(F)c3)nc2cc1C	0	-9	3	2	1	-5	-1	1	27	-1
COc1cc(/C=N/OCC(=O)Nc2cc(C)cc(C)c2)ccc1OCc1ccc(Cl)cc1	2	-138	47	-128	-6	20	-1	0	71*	-5
CC(=O)C1=C(c2ccccc2)NC(=O)NC1c1cccs1 (stereo not drawn)	4	-7	7	3	-6	0	1	-2	4	1
COc1cccc(-c2csc3nc[nH]c(=O)c23)c1	-5	17	-4	13	-4	-1	10	3	8	14
O=C(Nc1cccc(S(=O)(=O)N2CCCCC2)c1)C1CC(=O)N(c2ccc3c(c2)OCCO3)C1 (stereo not drawn)	2	6	0	24	2	0	0	0	12	3
CCCN1CCC(=NNC(=O)CSc2cc(C)c(Br)cc2C)CC1	0	-7	6	-10	-5	-9	-1	-5	11	-4
Cc1ccc(-n2c(SCC(=O)NCc3ccco3)nc3sc4c(c3c2=O)CC(C)(C)SC4)cc1	4	-19	-3	26	6	-1	0	3	7	3
CN1CCN(C(=O)CSc2cc(=O)n(C)c3ccccc23)CC1	-1	11	-7	-3	9	3	0	3	3	7
COc1ccc(Cl)c(Cn2c(NCCCN(C)C)nc3c2c(=O)n(C)c(=O)n3C)c1	-2	-17	-1	-7	-6	-12	1	1	-2	-8
CC(C)(C)NC(=O)C1CCN(c2ccc(S(=O)(=O)N3CCOCC3)cc2Cl)CC1	-3	-29	1	29	3	-26	0	0	-4	.
O=C(CS(=O)(=O)c1ccccc1)Nc1ccc(Br)cn1	-3	-25	9	-45	-2	-3	-2	-3	1	-6
O=C(OCC(=O)N1CCN(C(=O)c2ccco2)CC1)c1ccccc1Cc1ccccc1	3	-25	16	-55	0	-3	-1	2	32	-4
Further results follow.
SMILES	GSK3beta inhib	KLF5 inhibitor	HSF1 inh	aSyn UTR inh	IEC-6 tox	Platelet DG rel	GSK3A inh	HSP90 inh	HSF-1 act	DYRK1A inh
COc1ccccc1C(=O)NCCC(=O)NCC(c1ccc(F)cc1)N1CCOCC1 (stereo not drawn)	0	.	-4	1	.	2	-3	.	7	-11
CC(C)c1ccc(S(=O)(=O)N2CCN(C(=O)c3cccc(F)c3)CC2)cc1	-4	-18	-9	25	-2	-6	0	4	-15	.
NC(=O)c1ccc(NC(=O)CSc2nnc(-c3ccccn3)n2N)cc1	3	3	-2	13	0	-4	0	-2	0	5
O=C(N/N=C/c1ccco1)C12CC3CC(CC(C3)C1)C2	1	-16	1	-6	1	-1	-3	-5	10	-4
O=C(c1cccc(S(=O)(=O)N2CCCCC2)c1)N(CCc1ccccc1)Cc1ccccc1	1	.	19	13	.	4	0	.	1	-1
CS(=O)(=O)c1ccc(C(=O)NCc2ccc(F)cc2)cc1	0	-22	4	22	3	0	0	5	-3	.
CC1CN(CC(=O)Nc2ccc(Br)cn2)CC(C)O1 (stereo not drawn)	1	-32	-6	-8	-9	2	-1	-5	-3	.
N#C/C(=C\c1ccc(F)c(Br)c1)C(=O)NC1CC1	0	-30	-9	-6	-2	34	-1	-4	-25	-4
COc1ccc(/C=C/C(=O)Oc2ccc(/C=N/NC(=O)c3ccncc3)cc2)cc1	4	-6	-9	-12	1	10	-3	3	13	1
Cc1ccc(NC(=O)C(Nc2cccc(C)c2)c2ccccc2)cc1 (stereo not drawn)	-3	-16	10	-16	0	5	0	6	3	1
CC(=O)C1=C(C)NC(SCC(N)=O)=C(C#N)C1c1cccnc1 (stereo not drawn)	-1	-34	-19	6	-5	-7	8	5	-36	7
CC(C)(C)C1CCC(OC(=O)CN2CCCCC2)CC1 (stereo not drawn)	0	-2	-2	-63	4	-34	0	0	0	.
Cn1nc(C(=O)OCC(=O)Nc2cccc(S(=O)(=O)N3CCCC3)c2)c2ccccc2c1=O	-1	-12	-5	-8	2	7	2	2	12	2
COc1ccc(CC(=O)Nc2nc(-c3ccc(F)c(F)c3)cs2)cc1OC	1	4	-5	-37	9	0	-4	-3	-7	1
CN(CCOc1ccccc1)C(=O)c1cc(COc2c(F)cccc2F)on1	0	-36	2	-26	3	5	-2	2	-2	-5
COC(=O)c1cn(C(=O)c2ccc(F)cc2)c2ccccc12	0	-37	-4	-15	9	3	-7	3	0	6
Cc1cc(=O)n2c(C(=O)Nc3ccc(C(=O)OC(C)C)cc3)c(C(=O)Nc3ccccc3)sc2n1	1	-7	17	-9	0	6	-2	2	13	-4
CCOc1nc(NC(=O)NS(=O)(=O)Oc2ccccc2Cl)nc(-c2ccccc2)n1	2	-4	-10	-36	12	0	3	3	-5	-6
CC1CCCCN1CC(=O)Nc1ccccc1Sc1ccccc1 (stereo not drawn)	4	-12	-59*	-3	-5	4	-2	-4	-67	1
CC(C)(C)c1cc(C(=O)N/N=C/c2ccc(-c3ccccc3[N+](=O)[O-])o2)n[nH]1	0	-15	9	-6	6	1	-2	13	4	2
Cc1cc(Br)cn2ccnc12	-3	-6	-6	7	3	-1	-3	-3	3	4
CCOC(=O)c1ccc(N=c2sc(C(=O)OC)cc(=O)n2Cc2ccco2)cc1	-27	-7	89	-8	-1	-2	-2	8	107*	-2
CC1(C)C(=O)N(c2ccccc2F)C(=O)c2ccccc21	-4	-3	0	24	8	12	2	-3	0	-7
CCc1cc2c(NCC(=O)O)ncnc2s1	0	0	-6	0	-2	-9	-2	5	-5	8
COc1ccc(CN(C)C(=O)c2cc(S(=O)(=O)N3CCOCC3)ccc2N2CCCC2)cc1	2	.	?	28	.	-3	-1	.	-63	4
Going on with the list.
SMILES	GSK3beta inhib	KLF5 inhibitor	HSF1 inh	aSyn UTR inh	IEC-6 tox	Platelet DG rel	GSK3A inh	HSP90 inh	HSF-1 act	DYRK1A inh
CC[C@H](C)[C@H](NC(=O)c1ccc(Cl)cc1)C(=O)OCC(=O)c1ccc2c(c1)NC(=O)CO2	-1	-8	-22	-1	-5	5	2	-3	-27	6
COc1ccc(-c2nc(CS(=O)(=O)CC(=O)NCCc3ccc(C)cc3)c(C)o2)cc1	.	-31	-1	25	-2	4	-2	1	6	-9
Cc1cc(C(=O)NCC(=O)OC(C(=O)Nc2cc(C(F)(F)F)ccc2Cl)c2ccccc2)ccc1[N+](=O)[O-] (stereo not drawn)	0	-9	7	13	1	0	0	5	8	-1
CCOC(=O)c1ccc(NS(=O)(=O)c2ccc(SC)cc2)cc1	3	9	-9	9	1	1	-4	0	-2	-1
CC(=O)c1cccc(NC(=O)NC(C)c2ccncc2)c1 (stereo not drawn)	4	4	-1	4	1	4	-2	2	-4	9
CN(C)/C(=N\S(=O)(=O)c1ccccc1)c1ccc(F)cc1	-3	-21	2	-9	-8	-14	-1	-4	0	-7
O=C(Cn1cc(C(=O)c2ccco2)c2ccccc21)Nc1ccccc1F	-1	-9	6	-20	-6	-2	-2	0	8	.
CC(C)Cc1csc(NC(=O)c2ccccc2Cl)c1C(=O)O	8	-6	-2	1	-12	-8	-10	-5	13	-2
CCCc1cc(C(=O)N2CCCC(N3CCN(c4ccccc4C)CC3)C2)n(C)n1 (stereo not drawn)	0	-25	-2	4	-4	-3	0	-5	5	-1
C[C@@H](C(=O)N1CCN(Cc2ccc3c(c2)OCO3)CC1)n1nnc2ccccc2c1=O	5	0	-5	-23	6	-21	-1	1	2	-1
Cc1cc(C)cc(NC(=O)N(C)Cc2ccccc2)c1	-1	-2	-2	21	-1	-3	2	3	-3	-1
CCN(CC(=O)Nc1cc(Cl)ccc1C)C(=O)CSCc1ccc(C)cc1	-2	.	5	9	.	26	-3	.	-3	7
COc1ccc(CNC(=O)C(C)n2nc(C)c3c(C)n(-c4ccc(C)cc4)nc3c2=O)cc1 (stereo not drawn)	1	10	1	39	7	12	-2	-2	4	-3
Cc1ccn2cc(CCNC(=O)CC3CCCCC3)nc2c1	1	10	1	19	-4	-1	.	-4	-11	0
CC(C)(Oc1ccc(Cl)cc1)C(=O)O/N=C(\N)c1ccncc1	3	-7	8	-6	6	5	-3	3	6	5
O=C(c1ccc(F)cc1)N1CCN(c2ncccn2)CC1	2	-3	-7	-2	5	1	-1	0	6	-1
CCN(Cc1ccncc1)Cc1cn[nH]c1-c1cc(OC)c(OC)c(OC)c1	-1	3	8	-9	3	0	-1	3	-5	-2
O=c1cnc2cc([N+](=O)[O-])ccc2[nH]1	-2	-23	.	12	-1	5	1	3	.	17

Bioassay records from PubChem BioAssay.
